Source: PubChem BioAssay (National Center for Advancing Translational Sciences (NCATS))
GAA glycogen: GAA glycogen-cleavage inhibition or activation | P10253 | recombinant GAA, glycogen substrate, Amplex Red glucose oxidase fluorescence | Potency, µM (highest dose often 76.4 µM), for the others: top-dose activity change, negative = inhibition, most hits filed as inhibitors | 0.38% of 300,000 active | AID 2100; active = well fitted inhibition curve with a large enough effect; inconclusive = small, poorly fitted or top-dose-only effect, or another doubt; inactive = no such curve, though single readings can be large or run the other way;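 note: 0% = full enzyme reaction and -100% = no-enzyme basal signal; the screen sought inhibitors and activators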
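Natural-substrate format: glycogen cleavage by 4 nM human enzyme, glucose read by Amplex Red coupling (Ex 573, Em 610 nm). Normalized to enzyme and no-enzyme controls.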
* hit, by the source's call; u = inconclusive; [ ] = another dose, or the depositor's remark. Potency is the fitted concentration of half-maximal effect.

SMILES | GAA glycogen
Cc1ccc(S(=O)(=O)c2cc3c(=O)n4cccc(C)c4nc3n(Cc3ccncc3)c2=N)cc1 | -15%[76.3 µM]
Cc1nc(C)n(CCNS(=O)(=O)c2ccccc2)n1 | 5%[76.3 µM]
O=C(NC(=S)Nc1ccc(Cl)c(C(=O)O)c1)c1ccc(OCc2ccccc2)cc1 | -1%[76.3 µM]
CCCN(CCC)Cc1c(C(=O)N/N=C/c2c[nH]c3ccccc23)nnn1-c1nonc1N | -11%
CCn1cnc2c1c(=O)n(CC(=O)OC)c(=O)n2Cc1ccccc1 | 0%
CC(=O)Nc1ccc(NC(=O)CSc2nnc(NC(=O)C3CC(=O)N(c4ccc(F)cc4)C3)s2)cc1 (centres undefined) | 1%[76.3 µM]
CCC(Oc1ccccc1F)C(=O)NCCN1CCOCC1 (centres undefined) | -15%
Cc1ccc(NC2CCCN(C(=O)CCn3nccc3C)C2)cc1C (centres undefined) | -5%[76.3 µM]
CCOC(=O)C1CCN(C(=O)COc2cccc3ccccc23)CC1 | -4%
COc1ccc(/C=C2\C(=O)ON=C2c2ccccc2)cc1 | 1%
CSc1ccccc1C(=O)N1CCCC(CCC(=O)NCc2ccc(F)c(F)c2)C1 (centres undefined) | 1%[76.3 µM]
CC(C)[C@H](NC(=O)N1CC(=O)Nc2ccccc21)C(=O)N[C@H](Cc1c[nH]c2ccccc12)C(=O)O | -13%[76.3 µM]
CCOC(=O)N1CCN(C(=O)c2ccc(N(C)S(=O)(=O)c3ccc(C)cc3)cc2)CC1 | 1%[76.3 µM]
CC(C)c1ccc(N(C(=O)c2ccc3c(c2)OCO3)C2C=CS(=O)(=O)C2)cc1 (centres undefined) | -3%[76.3 µM]
CC(=O)N/C(=N/c1nc(C)cc(C)n1)Nc1cccc(C)c1C | 1%
COc1cccc(NC(=O)c2cc(-c3ccc(C)o3)nc3ccccc23)c1 | 0%[76.3 µM]
Cc1cc(C)cc(N(C)S(=O)(=O)c2nnc(NC(=O)C(C)C)s2)c1 | 0%
Cc1cc(C(=O)NC2CCCc3ccccc32)ccc1[N+](=O)[O-] (centres undefined) | -2%
C=CCN(C(=O)c1csnn1)C(C(=O)NCc1ccc(F)cc1)c1sccc1C (centres undefined) | 2%
O=C(CCC1CCN(C(=O)c2cccc(Cl)c2F)CC1)Nc1ccccc1 | 6%[76.3 µM]
CC1CCCC(N2CCN(S(=O)(=O)c3ccccc3)CC2)C1 (centres undefined) | 8%
CCc1ccc(NC(=O)CS(=O)CC(=O)Nc2ccc(N3CCOCC3)cc2)cc1 (centres undefined) | -4%[76.3 µM]
CCOC(=O)N1CCN(C(=O)CSc2ccc(C(=O)OC)cc2[N+](=O)[O-])CC1 | 4%
Cc1nc2ccc(NC(=O)c3ccc(=O)[nH]c3)cc2s1 | -7%
COc1cccc(CC(=O)NCCCSc2ccccc2)c1 | -2%[76.3 µM]
CC(=O)c1ccc(NC(=O)C(C)Sc2n[nH]c(-c3cccnc3)n2)cc1 (centres undefined) | 3%
COc1ccc(C(=O)Nc2ccc(OCC(=O)N3CCOCC3)cc2)c(OC)c1OC | 3%[76.3 µM]
O=C(O)c1sccc1Oc1ccc(NS(=O)(=O)c2ccc(Cl)cc2)cc1 | -9%
Cc1[nH]c(C)c(S(=O)(=O)NCCc2ccccc2)c1C(=O)N1CCCC1 | 14%[76.3 µM]
O=C(O)c1ccccc1/C=N/n1c(C2CCCCC2)n[nH]c1=S | 0%
COc1ccc(C(=O)N2CCCCCC2)cc1OC1CCN(C(C)=O)CC1 | -6%[76.3 µM]
Cc1cc(Br)ccc1NC(=O)CSc1nnc(CN2CCOCC2)n1C | -6%
Cc1ccccc1N(C(=O)CNC(=O)c1ccco1)C(C(=O)NC1CCCCC1)c1cccnc1 (centres undefined) | 4%
O=C(Nc1cccnc1)c1cc(-c2ccc(Br)cc2)nc2ccccc12 | -4%[76.3 µM]
COc1cc2c(C(=O)Nc3ccccc3F)cn(C)c(=O)c2cc1OC | 0%
O=C(O)c1ccc(N2CCN(Cc3ccc4c(c3)OCO4)CC2)c([N+](=O)[O-])c1 | 3%
COc1ccccc1-n1c(SCC(=O)NCC2CCCO2)nc2c([nH]c3ccccc32)c1=O (centres undefined) | 3%[76.3 µM]
CCOC(=O)N1CCC(NC(=O)CC2C(=O)NCCN2Cc2ccccc2F)CC1 (centres undefined) | -15%[76.3 µM]
NS(=O)(=O)c1ccc(CCNC(=O)CCCn2ncn3c(cc4occc43)c2=O)cc1 | -4%[76.3 µM]
COc1cc2c(cc1OC)C(c1ccccc1)N(C(=O)C(C)(C)C)CC2 (centres undefined) | 9%
COC(=O)c1cc(S(=O)(=O)N2CCN(c3ccc(C(C)=O)cc3)CC2)cn1C | -24%[76.3 µM]
CCN(CC)C(=O)CCn1nc(-c2ccc(C)cc2)c2ccccc2c1=O | -5%
O=c1c2ccccc2cnn1CCOc1cccc(Br)c1 | -3%[76.3 µM]
O=C(NCC1CCCO1)C1CC(=O)N(c2cccc(Cl)c2)C1 (centres undefined) | -4%
CC(C(=O)Nc1ccccc1)N(C)CCOc1ccccc1 (centres undefined) | 5%[76.3 µM]
COc1ccc(N2CCN(C(=O)c3cc([N+](=O)[O-])ccc3N3CCN(CCO)CC3)CC2)cc1 | -3%[76.3 µM]
Cc1cc(NC(=O)CCC(=O)N(Cc2cccs2)C(C)(C)C(=O)NC2CCCCC2)no1 | -4%[76.3 µM]
CCCc1nn(C)c2c(=O)[nH]c(-c3cc(S(N)(=O)=O)ccc3OCC)nc12 | 7%
CCOc1ccc(S(=O)(=O)N2CCOCC2)cc1NC(=O)c1ccccc1F | -9%
CCCCn1c(N)c(N(CC(C)C)C(=O)c2cccc(S(=O)(=O)N3CCCCCC3)c2)c(=O)[nH]c1=O | 3%[76.3 µM]
CC1Cc2nc(SCC(=O)NCC3CCCO3)n(-c3ccc(F)cc3)c(=O)c2S1 (centres undefined) | 4%[76.3 µM]
COc1ccc(/C=C/C(=O)N2CCN(c3ccccn3)CC2)c(OC)c1OC | 0%
COc1ccc(N2CCN(C3CCCN(C(=O)C4=C(C)OCCO4)C3)CC2)cc1 (centres undefined) | 5%[76.3 µM]
O=C(NCc1ccccc1)C(c1c(F)cccc1Cl)N(C(=O)c1csnn1)C1CC1 (centres undefined) | -2%[76.3 µM]
COc1cc(NC(=O)c2sc3nc(C)nc(N4CCOCC4)c3c2C)cc(OC)c1OC | 12%[76.3 µM]
COc1ccc(C(=O)N/C(=C\c2ccc(OC)c(OC)c2)C(=O)N2CCCCC2)cc1 | 13%
O=C(CCS(=O)(=O)c1ccccc1)N1CCCc2ccccc21 | -2%[76.3 µM]
CCN1C(=O)c2ccccc2Sc2ccc(C(=O)NCCC(C)C)cc21 | -7%
O=C(CCS(=O)(=O)c1ccccc1)Nc1ccc(S(=O)(=O)Nc2ncccn2)cc1 | 5%
Cc1ccc(C(C(=O)NCC2CCCO2)N(C(=O)c2snc(C(N)=O)c2N)c2ccccc2)o1 (centres undefined) | 6%

(listing goes on)
Structure | GAA glycogen
O=S(=O)(O)c1cc(O)c2c(O)c(N=Nc3cc(Cl)ccc3O)c(S(=O)(=O)O)cc2c1 | -13%
Cc1ccc(NC(=O)CCc2c[nH]c3ccccc23)nc1 | 4%[76.3 µM]
O=C(Oc1ccc2ccc(=O)oc2c1)c1ccc([N+](=O)[O-])cc1 | 3%[76.3 µM]
O=C(NC(=O)c1ccccc1)Nc1ccccc1O | -4%
O=C(/C=C/c1cccc(C(F)(F)F)c1)N1CCN(c2ccccn2)CC1 | 0%[76.3 µM]
O=C(NC(=S)NNC(=O)c1cccs1)c1ccccc1 | 4%[76.3 µM]
Cc1onc(-c2ccccc2)c1C(=O)Nc1ncc([N+](=O)[O-])s1 | -2%
CCN(CC)CCCNc1nc(N)c([N+](=O)[O-])c(N2CCCCCC2)n1 | -5%
O=C(Nc1cccc([N+](=O)[O-])c1)N1CCc2ccccc2C1 | 0%[76.3 µM]
NC1=NC(=O)/C(=C/c2cc(Br)c(O)c(Br)c2)S1 | 0%
CCOC(=O)C(C)N1C(=O)S/C(=C\c2ccc(-c3ccccc3C(=O)O)o2)C1=O (centres undefined) | -3%
Cc1ccc(C)c(OCC(=O)NNC(=O)c2ccc(NC(=O)C3CC3)cc2)c1 | 3%[76.3 µM]
Cc1ccc(-n2ncc3c2CCCC3NC(=O)CCc2cnn(C)c2)cc1C (centres undefined) | -5%[76.3 µM]
CCN(C(=O)c1cccc(S(=O)(=O)N(C)C)c1)C12CC3CC(CC(C3)C1)C2 | 1%
Cc1ccc(/C(N)=N/OC(=O)c2ccc3ccccc3c2)cc1 | -5%[76.3 µM]
Cc1ccc(/C=C2/NC(=O)[C@H](C)NC2=O)cc1 | 3%
O=C(Nc1ccc(N2CCN(C(=O)c3cccs3)CC2)cc1)c1ccccc1Cl | -12%
COCC1CCCCN1C(=O)c1ccc2oc(CCCc3ccccc3)nc2c1 (centres undefined) | -5%[76.3 µM]
C=CCNC(=S)NNC(=O)c1cc(-c2cccnc2)nc2ccccc12 | u
CC(C)c1ccc(NC2CCCN(C(=O)CCN3CCCC3=O)C2)cc1 (centres undefined) | -1%[76.3 µM]
O=c1[nH]cccc1-c1nc2ccccc2n1Cc1ccc(Cl)cc1 | -1%
O=C(O)Cn1c(=O)c2c3c(sc2n(Cc2ccccc2)c1=O)CCCC3 | -4%
COc1ccc(Br)cc1/C=N/n1nnnc1N | 0%
O=S(=O)(c1ccc(F)cc1)N1CCN=C1SCc1cccc(F)c1 | -12%[76.3 µM]
CC(NC(=O)c1cc(-c2cccnc2)nc2ccc(Br)cc12)C1CCCO1 (centres undefined) | -7%[76.3 µM]
COc1ccc(N(CC(=O)NC2CC3CCC2C3)S(=O)(=O)c2ccccc2)cc1Cl (centres undefined) | -10%[76.3 µM]
O=C(Nc1ccccc1N1CCOCC1)c1ccc([N+](=O)[O-])o1 | -6%[76.3 µM]
CC(=O)N1CCc2cc(S(=O)(=O)CCC(=O)NCCc3ccccc3)ccc21 | -2%[76.3 µM]
O=C(/C=C/c1ccc(Cl)cc1)N1CCN(Cc2ccccc2)CC1 | 2%
CSCC[C@H](NC(=O)OC(C)(C)C)C(=O)NCC1CCC(C(=O)N[C@@H](Cc2ccccc2)C(=O)O)CC1 (some centres undefined) | 3%
Cc1ccnc(NC(=O)c2cc3cc(F)ccc3s2)c1 | 0%
COc1ccc(S(=O)(=O)N2CCCC(C(=O)NCc3ccc(F)cc3)C2)cc1 (centres undefined) | -6%[76.3 µM]
O=C(c1ccc(OC2CCN(CCc3ccccc3)CC2)cc1)N1CCCC(CCCO)C1 (centres undefined) | 6%[76.3 µM]
CSc1nc2sc3c(c2c(=S)[nH]1)CC(C)(C)OC3 | 4%
COc1ccccc1NC(=O)N1CCC(NC(=O)C(Cc2ccccc2F)NC(C)=O)CC1 (centres undefined) | 3%
CC(C)(C)Nc1c2ccccc2nc2ccccc12 | -1%
CCOc1ccc(N(CC(=O)NCc2ccccc2)S(=O)(=O)c2ccc(C)cc2)cc1 | -6%
COc1ccc(Cl)cc1NC(=O)Cn1c(=O)oc2ccccc21 | 1%
CCn1nc(NC(=O)COC)c2cc3cccc(C)c3nc21 | 0%
CCn1c(SCC(=O)N2CCCCC2)nc2c1c(=O)n(C)c(=O)n2C | 3%
CCCCOc1ccc(N(CC(=O)NC2CCCCC2)C(=O)c2snc(C(N)=O)c2N)cc1 | 3%[76.3 µM]
COc1ccc(/C=C2\N=C(C)OC2=O)cc1OC | 2%
CC1CCCCN1CC(O)COCc1ccccc1 (centres undefined) | -4%
COc1ccc(C(=O)NCCCOC(=O)c2ccc(OC)cc2)cc1 | -11%[76.3 µM]
COCCn1c(N)c(N(Cc2ccccc2)C(=O)CN2C(=O)NC(C)(c3ccccc3)C2=O)c(=O)[nH]c1=O (centres undefined) | -9%[76.3 µM]
Cc1ccc(C)c(Nc2nc(-c3cccnc3)cs2)c1 | u
Cc1[nH]n(-c2ccccc2)c(=O)c1C(=O)Nc1ccccc1 | -2%

An excerpt, so the mix of outcomes need not match the whole.
